Screens as filed in PubChem BioAssay.
BAP1 inh = inhibitors of human BAP1 deubiquitinase | AID 436 | actives 0.48% (n = 72,000) | activity remaining (% of control), % at 20 µM | recombinant BAP1, Ub-AMC hydrolysis fluorescence kinetic; active compounds read low;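 active means activity remaining at or below 50% of control, provided the compound also passes the data quality filters; inactive means the rest, including low values that fail the filters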;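 further: 100% = DMSO wells rate and 0% = substrate alone blank rate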
Target sequence (Q92560 whole entry, looked up): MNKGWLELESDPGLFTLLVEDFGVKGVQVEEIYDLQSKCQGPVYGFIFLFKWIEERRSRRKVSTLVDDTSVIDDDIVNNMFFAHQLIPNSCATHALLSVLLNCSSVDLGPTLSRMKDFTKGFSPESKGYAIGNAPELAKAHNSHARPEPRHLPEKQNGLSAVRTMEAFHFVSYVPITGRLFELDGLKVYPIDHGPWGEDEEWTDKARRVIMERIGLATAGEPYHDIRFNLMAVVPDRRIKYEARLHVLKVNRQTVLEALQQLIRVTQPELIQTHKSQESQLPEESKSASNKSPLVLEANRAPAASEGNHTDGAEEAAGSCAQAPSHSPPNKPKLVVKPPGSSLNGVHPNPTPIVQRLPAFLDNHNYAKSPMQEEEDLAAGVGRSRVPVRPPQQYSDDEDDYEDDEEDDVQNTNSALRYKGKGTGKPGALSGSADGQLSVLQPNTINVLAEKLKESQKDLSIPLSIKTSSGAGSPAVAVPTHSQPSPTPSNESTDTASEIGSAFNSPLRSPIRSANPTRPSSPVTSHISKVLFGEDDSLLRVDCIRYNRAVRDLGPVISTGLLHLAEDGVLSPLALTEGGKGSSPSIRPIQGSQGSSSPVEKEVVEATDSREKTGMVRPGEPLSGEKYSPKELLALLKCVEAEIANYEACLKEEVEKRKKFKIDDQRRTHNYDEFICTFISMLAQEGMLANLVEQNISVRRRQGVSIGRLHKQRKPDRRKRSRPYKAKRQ
HePTP inhibitor = blocks human HePTP tyrosine phosphatase | P35236 | inhibition, % at 20 µM | recombinant HePTP phosphatase activity, OD absorbance | actives 0.64% (n = 110,000); in the data active means inhibition above about 50%;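 further: plate controls were vehicle for no effect and reference inhibitor for full effect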
Target sequence (P35236 whole entry, looked up): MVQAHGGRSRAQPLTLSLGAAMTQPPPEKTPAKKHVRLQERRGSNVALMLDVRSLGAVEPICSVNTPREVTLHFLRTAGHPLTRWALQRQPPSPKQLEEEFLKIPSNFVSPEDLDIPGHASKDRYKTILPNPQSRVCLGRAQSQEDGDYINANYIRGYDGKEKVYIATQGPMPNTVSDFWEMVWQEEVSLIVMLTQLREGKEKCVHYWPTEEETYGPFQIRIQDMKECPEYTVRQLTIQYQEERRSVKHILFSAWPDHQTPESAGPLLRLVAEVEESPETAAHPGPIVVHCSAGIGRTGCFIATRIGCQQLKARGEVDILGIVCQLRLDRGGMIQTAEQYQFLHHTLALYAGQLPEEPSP
Numbers without * were called inactive; · = not tested or not shown; & = joins results of further samples.

SMILES	BAP1 inh	HePTP inhibitor
CCOC(=O)C1CCN(C(=O)c2ccc3snnc3c2)CC1	106	·
Nc1ccc2nn(-c3ccc([N+](=O)[O-])cc3)nc2c1	·	-2
O=C(CN1CCOCC1)Nc1ccc(C2CCCCC2)cc1	101	4
Cc1cc(Nc2nc3c(c(=O)n(C)c(=O)n3C)n2C)n(-c2ccccc2)n1	106	-10
c1ccc(-c2n[nH]c3c2CCC3)cc1	96	5
CCN(CC)S(=O)(=O)c1ccc2oc(C(=O)N3CCOCC3)c(C)c2c1	98	-9
COc1ccc(S(=O)(=O)N2CCC(C(=O)NCc3ccco3)CC2)cc1	77	11
Cc1cc(C)c2c(n1)nn1c(N3CCN(c4ccccn4)CC3)cc(C)nc21	113	4
Cc1ccc([N+](=O)[O-])cc1NC(=O)COc1ccc(Cl)cc1C	·	8
Brc1ccc(-c2nnc3sc(CN4CCc5ccccc5C4)cn23)cc1	71	-4
Ic1ccc(Nc2nc3nonc3nc2N2CCOCC2)cc1	·	1
CN(Cc1ccccc1)c1ncnc2c1cnn2-c1ccccc1	98	1
CC(=O)c1ccc(NC(=O)CCn2c(=O)oc3ccccc32)cc1	108	-4
O=C(CN1CCN(C2CCCCC2)CC1)Nc1ccccc1-c1ccccc1	96	3
Cn1c(=O)c2c([nH]c(=S)n2Cc2ccc(Cl)c(Cl)c2)n(C)c1=O	·	-3
C=CCn1cc(C(=O)NCCOC)c(=O)c2cc(S(=O)(=O)N(CC)CC)ccc21	103	1
OC(COc1c(F)cc(Br)cc1F)CN1CCN(c2ccc(F)cc2)CC1 (centres undefined)	108	1
CCN1C(=O)c2cccc3c(NC(=O)c4ccc(Oc5ccccc5)cc4)ccc1c23	·	-9
Cc1cccc(N2C(=O)NC(=O)/C(=C/c3cccn3-c3ccc([N+](=O)[O-])cc3)C2=O)c1	·	4
Cc1cc(OCC(=O)Nc2ccc(C(C)C)cc2)ccc1Cl	·	-3
COc1ccc(NC(=O)C(=O)N/N=C/c2cc(OC)ccc2OC)cc1	·	-13
COc1ccc(O)c(C(=O)c2cc(C#N)c(=O)n(-c3c(C)n(C)n(-c4ccccc4)c3=O)c2)c1	93	3
COC(=O)CCc1c(C)[nH]c(C(=O)OCc2ccccc2)c1C	72	6
CC1(C)NC(=O)N(CCOCCOc2cccc(Oc3ccccc3)c2)C1=O	89	1
c1csc(-c2cnc3ccccc3n2)c1	288	6
O=C(CN1CCOc2ccccc21)NCc1ccc(Cl)cc1	82	0
CCN1C(=O)CC(N2CCC(C(=O)OC)CC2)C1=O (centres undefined)	81	7
O=[N+]([O-])c1ccc(OCCCCCN2CCOCC2)cc1	·	4
CNc1cccccc1=S	99	2
CC(=NCc1ccco1)C1=C(O)c2ccccc2C1=O	97	4
CCOc1ccc(NC(=O)CN(c2ccccc2OC)S(=O)(=O)c2ccccc2)cc1	·	-4
COC(=O)C1=C(C)N(c2cccc(C)c2)C(=O)/C1=C\c1ccc(C(=O)O)cc1	·	1
O=C(NCc1ccccc1)C1CC(=O)N(c2ccc(F)cc2)C1 (centres undefined)	·	-2
CCCCc1ccc(Nc2nc(CCC)cc(=O)[nH]2)cc1	28*	9
CCCn1c(SCC(=O)Nc2c(CC)cccc2CC)nnc1C(C)C	97	0
CCOc1ccc(N(C(C)C(=O)Nc2ccc(OC)cc2)S(C)(=O)=O)cc1 (centres undefined)	94	4
O=C(NC(=S)Nc1cccc(SC(F)(F)C(F)(F)C(F)(F)F)c1)c1cccs1	·	11
COC(=O)c1c(C)[nH]c(C)c1-c1ccccc1Cl	79	-13
Cc1cc(Nc2cccc(C(=O)O)c2)n2ncnc2n1	134	3
CC(C)(C)C1CCc2c(sc(NC(=O)/C=C/c3ccco3)c2C(N)=O)C1 (centres undefined)	·	-2
CCc1c(C)c2ccc(OCC(N)=O)cc2oc1=O	138	13
CCc1ccc(C2C3=C(CC(C)(C)CC3=O)Nc3c2c(=O)[nH]c2nc(C)nn32)cc1 (centres undefined)	·	3
COc1cc2c(cc1OC)C(C(=O)O)C(c1cc(Br)c(O)c(OC)c1)N(C)C2=O (centres undefined)	108	4
COc1ccc(-c2nc(CSCC(=O)N3CCN(c4cccc(C)c4)C(C)C3)c(C)o2)cc1OC (centres undefined)	84	13
CCOc1ccc(CN2CCN(c3cc(C)nc4c5c(C)cc(C)nc5nn34)CC2)cc1	·	4
Cc1ccc(S(=O)(=O)N(CCO)Cc2cc3ccc(C)c(C)c3[nH]c2=O)cc1	83	8
COc1ccc2nc3oc(C(=O)N4CCN(c5cccc(Cl)c5)CC4)cc3cc2c1	68	7
Nc1nonc1-c1noc(CCCN2C(=O)c3ccccc3C2=O)n1	112	2
O=C1Nc2ccccc2/C1=c1/sc2n(c1=O)CCN=2	·	-14
Cc1ccc(NC(=O)c2ccc(C(=O)N(C(C)C)C(C)C)cc2)cc1	·	-10
O=C(CCc1ccccc1)Nc1ccc(F)c([N+](=O)[O-])c1	70	·
COc1ccc(-c2nc(N3CCCC3)[nH]c(=O)c2C#N)cc1	81	3
Oc1cccc(C=Nc2c(-c3ccco3)nc3ccccn23)c1	99	·
Cc1c(C(=O)Nc2ccccc2N2CCOCC2)sc2nc3n(c(=O)c12)CCC3	·	-4
CN1CC(=O)N(C)c2nc(Br)n(C)c2C1=O	100	-5
CCn1cc(Br)c(C(=O)Nc2cccc(SC)c2)n1	73	-6
O=C(Nc1cccnc1)c1cccc(C(=O)Nc2cccnc2)n1	·	-6
COCCCNC(=O)c1oc2ccc(S(=O)(=O)N(C)C3CCCCC3)cc2c1C	·	-1
CC(COc1ccccc1)NC(=O)c1nn2c(C(F)(F)F)cc(-c3ccccc3)nc2c1Br (centres undefined)	·	-1
Cc1cccc(C(=O)Nc2ccc(CC(=O)O)cc2)c1	159	-1

In a second layout: entries from further up
Second line of a record: BAP1 inh | HePTP inhibitor
CCOC(=O)C1CCN(C(=O)c2ccc3snnc3c2)CC1
  106 | ·
Nc1ccc2nn(-c3ccc([N+](=O)[O-])cc3)nc2c1
  · | -2
O=C(CN1CCOCC1)Nc1ccc(C2CCCCC2)cc1
  101 | 4
Cc1cc(Nc2nc3c(c(=O)n(C)c(=O)n3C)n2C)n(-c2ccccc2)n1
  106 | -10
c1ccc(-c2n[nH]c3c2CCC3)cc1
  96 | 5
CCN(CC)S(=O)(=O)c1ccc2oc(C(=O)N3CCOCC3)c(C)c2c1
  98 | -9
COc1ccc(S(=O)(=O)N2CCC(C(=O)NCc3ccco3)CC2)cc1
  77 | 11
Cc1cc(C)c2c(n1)nn1c(N3CCN(c4ccccn4)CC3)cc(C)nc21
  113 | 4
Cc1ccc([N+](=O)[O-])cc1NC(=O)COc1ccc(Cl)cc1C
  · | 8
Brc1ccc(-c2nnc3sc(CN4CCc5ccccc5C4)cn23)cc1
  71 | -4
Ic1ccc(Nc2nc3nonc3nc2N2CCOCC2)cc1
  · | 1
CN(Cc1ccccc1)c1ncnc2c1cnn2-c1ccccc1
  98 | 1
CC(=O)c1ccc(NC(=O)CCn2c(=O)oc3ccccc32)cc1
  108 | -4
O=C(CN1CCN(C2CCCCC2)CC1)Nc1ccccc1-c1ccccc1
  96 | 3
Cn1c(=O)c2c([nH]c(=S)n2Cc2ccc(Cl)c(Cl)c2)n(C)c1=O
  · | -3
C=CCn1cc(C(=O)NCCOC)c(=O)c2cc(S(=O)(=O)N(CC)CC)ccc21
  103 | 1
OC(COc1c(F)cc(Br)cc1F)CN1CCN(c2ccc(F)cc2)CC1 (centres undefined)
  108 | 1
CCN1C(=O)c2cccc3c(NC(=O)c4ccc(Oc5ccccc5)cc4)ccc1c23
  · | -9

Other entries follow:
SMILES	BAP1 inh	HePTP inhibitor
CC(C)Cn1nc(-c2ccccc2)c2ccccc2c1=O	141	11
Cc1sc2nc(SC/C=C/c3ccccc3)n(-c3ccccc3)c(=O)c2c1C	·	-1
Cc1ccc(N(CC(=O)Nc2ccc3ccccc3c2)S(C)(=O)=O)cc1Cl	·	5
COc1ccc(OC)c(NS(=O)(=O)c2ccc(SC)cc2)c1	87	8
O=C(O)c1cc(-c2ccccc2)n(-c2ccccc2C(=O)O)n1	101	-6
CCc1ccc2oc(-c3cccc(NC(=O)/C=C/c4cccc([N+](=O)[O-])c4)c3)nc2c1	·	-1
Cc1ccc(C(=O)Nc2ccc(S(=O)(=O)N=C(N)N)cc2)cc1	·	-2
CC(C)(C)n1nnnc1CN1C2CCC1CC(NC(=O)Nc1ccccc1)C2 (centres undefined)	104	7
CCCOc1ccc(C(=O)NCCN2CCOCC2)c(O)c1	·	-1
COc1ccccc1-n1c(SCC(=O)c2ccccc2)nc2ccccc2c1=O	·	10
COc1cccc(N(CC(=O)Nc2ccc(Cl)cc2)S(=O)(=O)c2ccccc2)c1	·	7
CCOC(=O)c1[nH]c(=O)[nH]c1CSc1nc(C)cc(C)n1	97&71	10
O=C(O)c1ccccc1C(=O)N1CCN(C(=O)c2ccccc2C(=O)O)CC1	·	5
CC(=O)c1c(C)oc2c1C(=O)c1ccccc1C2=O	·	1
COC(=O)C1=C(C)N(c2ccc(F)cc2)/C(=C/c2ccc(O)cc2)C1=O	·	10
O=[N+]([O-])c1ccc2c(c1)S(=O)(=O)NC2=NCCCN1CCOCC1	·	-5
CCC(=O)c1ccc(OCC(O)Cn2cnc3ccccc32)cc1 (centres undefined)	111	-6
CCn1c(CCNC(=O)c2ccc(Cl)cc2)nnc1SCC(=O)NC1CCCC1	99	0
Cc1ccc(C2CC(C(F)(F)F)n3nc(C(=O)N4CCN(c5ccc(F)cc5)CC4)c(Cl)c3N2)cc1 (centres undefined)	·	-12
COC(=O)c1ccccc1NC(NC(=O)c1ccco1)C(=O)c1ccc(C)cc1 (centres undefined)	81	6
Cc1cc(C)cc(NC(=O)C(=O)NCc2ccncc2)c1	·	6
Clc1ccc(-c2ccc(-c3nn4c(-c5ccco5)nnc4s3)o2)cc1	·	14
CCOC(=O)c1sc(NC(=O)CCOc2ccccc2)nc1C	103	·
CS(=O)(=O)C1=C(O)C(=O)N(c2ccccc2)C1c1ccccc1 (centres undefined)	90	2
COC(=O)c1ccc(NC(=O)c2ccc(C(=O)Nc3ccc(C(=O)OC)cc3)cc2)cc1	·	5
CCOC(=O)CN(C(=O)CSc1nnc(-c2ccncc2)n1CCCN(C)C)c1ccccc1	104	16
Cc1ccc(C(=O)Nn2c(O)c(C3=c4ccccc4=NC3=O)sc2=S)cc1	·	-14
CN1CCN(C(=O)/C(=C/c2cccc([N+](=O)[O-])c2)NC(=O)c2cccs2)CC1	·	8
O=C(NCCN1CCN(C(=O)c2ccc(Cl)cc2)CC1)c1ccc(Cl)cc1	·	-3
CC(=O)NC(C)c1nc2ccccc2n1C(C)C (centres undefined)	92	5
COc1ccc2c(c1)-c1cc(Cl)ccc1S(=O)(=O)N2S(=O)(=O)c1ccc2ccccc2c1	64	·
CC(=O)c1cccc(N(C(=O)c2ccco2)C(C(=O)NC2CCCC2)c2ccncc2)c1 (centres undefined)	97	1
CCOc1ccccc1C(=O)NC1CC2CCCC(C1)N2C1CC1 (centres undefined)	87	1
CC(=O)CC1C(C#N)=C(N(C)C)N(c2ccc([N+](=O)[O-])cc2)c2c1n(C)c1ccccc21 (centres undefined)	·	1
CCOC(=O)C1=CN(c2ccc(C)c(C)c2)C=C(C(=O)OCC)C1c1ccc(OC)cc1	·	-13
CCNc1nc(NC(C)C)nc(Oc2ccc(OCCOc3ccccc3)nn2)n1	95	9
Cc1nc2sc(C#N)c(N)c2c(C)c1CC(=O)c1ccccc1	·	-9
Cc1ccccc1OCCOc1ccc(/C=c2\sc3nc4ccccc4n3c2=O)cc1	·	-8
O=C(Nc1cccc(F)c1)Nc1cccc(NC(=O)Nc2cccc(F)c2)c1	·	7
O=C(CN1CCN(Cc2ccc3c(c2)OCO3)CC1)Nc1ccc2c(c1)OCCO2	111	6
c1csc(-c2nc3ccccc3[nH]2)c1	152	9
CSc1nnc(-c2cnccn2)n1C	104	12
CC(C)(C)n1nc2c(c1NC(=O)c1cccc(F)c1)CSC2	122	·
Cc1ccc(NC(=O)CN(c2ccc(Cl)cc2)S(C)(=O)=O)cc1C	·	-4
CCCC(C(=O)NCc1ccco1)N(C(=O)CNS(=O)(=O)c1ccccc1)c1ccccc1OC (centres undefined)	99	4
NC(=O)c1ccc2c(c1)OCCO2	100	7
COc1ccc(C(=O)N2CCN(C(=O)COc3ccccc3)CC2)cc1	·	5
CCOC(=O)N1CCC(NCCNC(=O)c2ccccc2)CC1	112	-18
O=C1OC2(CCCCC2)OC(=O)C1=CNc1nccs1	90	-5
O=C(NCCNC(=O)c1c(O)c2ccccc2oc1=O)c1ccccc1	·	-2
COc1ccc(Cl)cc1NC(=O)c1cccc(F)c1	·	-14
CC(Oc1cccc(Cl)c1)C(=O)NCc1ccncc1 (centres undefined)	·	5
CCN(CC)CCN1C(=O)C(=O)/C(=C(/O)c2c(C)[nH]c(C(=O)OC)c2C)C1c1cccc(OC)c1 (centres undefined)	104	2
CCC1CCc2c(sc(N)c2C#N)C1 (centres undefined)	·	-2
CC(=O)Nc1ccc(NS(=O)(=O)C(F)(F)F)cc1	79	6
CCOC(=O)c1ccc(Nc2cc(C)nc3ncnn23)cc1	102	6
COc1ccc(CC(=O)NCC2(c3ccccc3)CCCC2)cc1	·	6
CC(=O)Nc1ccc(NC(=S)Nc2ccc(F)cc2)cc1	·	-7
CCCCN(CCCC)C(=O)CSc1nc2sc(C)c(C)c2c(=O)[nH]1	·	-2
CCN(CCCNC(=O)CCNC(=O)Cn1ccc2ccccc2c1=O)c1ccccc1	94	5
Further structures follow:
SMILES	BAP1 inh	HePTP inhibitor
Cc1ccc(S(=O)(=O)N(C)CC(=O)OCc2nnc(-c3ccccc3)o2)cc1	94	11
CCOC(=O)C1=C(C)N=c2s/c(=C\c3ccc(NC(C)=O)cc3)c(=O)n2C1c1ccc(OC)c(OC)c1 (centres undefined)	·	8
Cc1ccc(-c2nn(CC(=O)O)c(=O)c3ccccc23)cc1	92	·
O=C(CN1CCCC1)NCC1(c2ccccc2)CCCC1	152	·
COc1ccc(CNC(=O)C2CC(c3ccc(F)cc3)=NO2)cc1 (centres undefined)	91	-1
